MLLE-PAM2 inh: inhibitors of PABP1 MLLE–PAM2 peptide binding, primary screen, biochemical, fluorescence polarization, FITC-PAM2, GST-MLLE; inhibition, % at 20 µM; 0.36% of 360,000 active; Polyadenylate-binding protein 1 (Homo sapiens), P11940; AID 588489, 2011; in the data active = inhibition above about 35%, passing the limit was not always enough;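 also: plate controls were DMSO wells with GST-MLLE for no effect and wells lacking GST-MLLE protein for full effect; some results filed as inactive read as strong as hits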
Target sequence (P11940 whole entry, looked up): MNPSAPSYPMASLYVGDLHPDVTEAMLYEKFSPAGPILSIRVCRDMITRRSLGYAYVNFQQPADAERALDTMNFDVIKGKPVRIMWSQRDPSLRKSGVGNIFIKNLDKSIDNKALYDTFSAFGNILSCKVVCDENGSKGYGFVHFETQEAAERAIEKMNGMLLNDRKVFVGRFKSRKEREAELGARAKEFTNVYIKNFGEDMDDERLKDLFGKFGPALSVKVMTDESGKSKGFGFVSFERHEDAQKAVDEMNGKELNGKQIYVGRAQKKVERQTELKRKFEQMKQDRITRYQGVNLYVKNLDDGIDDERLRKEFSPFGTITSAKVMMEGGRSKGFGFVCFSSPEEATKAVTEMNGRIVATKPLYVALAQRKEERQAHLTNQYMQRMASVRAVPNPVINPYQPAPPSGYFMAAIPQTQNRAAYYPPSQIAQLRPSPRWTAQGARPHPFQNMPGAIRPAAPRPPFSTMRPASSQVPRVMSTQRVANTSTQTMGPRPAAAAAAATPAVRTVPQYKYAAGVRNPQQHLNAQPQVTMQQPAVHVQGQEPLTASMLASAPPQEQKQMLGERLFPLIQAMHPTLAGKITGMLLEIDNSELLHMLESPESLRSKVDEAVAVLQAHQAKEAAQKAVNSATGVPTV
NRP1-CendR mod: modulators of CendR peptide binding to NRP-1, primary screen, biochemical, fluorescence polarization, uHTS; FAM-RPARPAR peptide binding to NRP-1; inhibition, % at 25 µM; 0.85% of 360,000 active;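 active = inhibition or corrected inhibition above about 18%, plus a signal ratio from 0.5 to 1.5, limit read from the data, passing the limit was not always enough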; also: strong numbers were not always called active
Neddylation inh: inhibitors of cullin neddylation, primary screen, biochemical, TR-FRET, uHTS, NAE and Ubc12; NEDD8-conjugating enzyme Ubc12 (Homo sapiens) + NEDD8-activating enzyme E1 regulatory …; calls only at 25 µM; 0.58% of 360,000 active; AID 651699, 2012; in the data active = inhibition above about 36%
MT1-MMP act inh: blockers of MT1-MMP proenzyme processing, primary screen, HT1080 RFP-PRO-GFP cells, GFP/RFP fluorescence; GFP/RFP ratio change, % at 20 µM; Matrix metalloproteinase-14 (Homo sapiens), P50281; GFP/RFP ratio fluorescence, overnight; percent of plate control window, DMSO zero; 0.061% of 360,000 active;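 active = GFP/RFP ratio change of at least 30% with cell ATP level not reduced by more than half and red fluorescence within 50% of control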; also: strong numbers were not always called active
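Read-out: GFP/RFP fluorescence ratio; Test system: RFP-PRO-GFP reporter HT1080 cells; Compound dosing: single-point 20 µM compound, 1% DMSO; Times: overnight compound exposure at 37 °C.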
SKN-1 inh: suppressors of acrylamide-induced Pgst-4::GFP reporter in worms, primary screen, SKN-1 inhibitor project, whole organism, uHTS, GFP/RFP fluorescence ratio, strain VP596; C. elegans VP596 Pgst-4::GFP/RFP ratio, 24 h; inhibition, % at 21.8 µM; 0.49% of 360,000 active; AID 624304, 2012;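 active = interference check ratio from 0.5 to 1.5 plus GFP to RFP signal ratio inhibition reaching or exceeding a fixed threshold, cut at about 30% in these data, passing the limit was not always enough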; also: some compounds called inactive have numbers as strong as hits
MsrA act: bovine MsrA enzyme activators, primary screen, biochemical, absorbance, HTS | purified bovine MsrA, absorbance read-out | activation, % at 10.6 µM | AID 602163, 2012 | 0.3% of 360,000 active; in the data active = activation above about 7.5%;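 also: 0% = vehicle and 100% = reference activator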
Rin1 Abl inh: inhibitors of Rin1-Abl protein binding, primary screen, biochemical, TR-FRET | inhibition, % at 7.35 µM | 0.4% of 360,000 active; in the data active = inhibition above about 5%, passing the limit was not always enough
FAS TE block: FAS thioesterase domain inhibitors, primary screen, biochemical, fluorescence intensity, uHTS. Fatty acid synthase (Homo sapiens), P49327. recombinant FAS-TE, OMFH fluorogenic substrate, fluorescence endpoint. inhibition, % at 15 µM. 0.67% of 360,000 active;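 active = compounds whose normalised, plate-corrected inhibition of enzyme fluorescence in the single-dose primary screen is 50% or more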;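 also: 0% = DMSO with enzyme and 100% = substrate without enzyme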
E coli Lon inh: inhibitors of E. coli Lon protease, primary screen, biochemical, fluorescence polarization | P0A9M0 | purified E. coli Lon protease | inhibition, % at 7.94 µM | 0.42% of 360,000 active | AID 602123, 2011; in the data active = inhibition above about 13%, passing the limit was not always enough;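 also: 0% = enzyme with probe and DMSO and 100% = no enzyme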
Starred values were filed as active, the others as inactive. Random draw from the library (roughly 4% active in at least one column).

What do the screens show for `O=C(NCC1COc2ccccc2O1)C1C2C=CC3(CN(Cc4ccccc4Cl)C(=O)C13)O2` (configuration not stated)?
MLLE-PAM2 inh: -0.7; NRP1-CendR mod: -3.8; Neddylation inh: inactive; MT1-MMP act inh: 5.1; SKN-1 inh: 9.3; MsrA act: -0.1; Rin1 Abl inh: 0.1; FAS TE block: 3.8; E coli Lon inh: 9.4

How did C=CCNC(=O)C1COc2ccccc2O1 (configuration not stated) do in these assays?
MLLE-PAM2 inh: -0.6; NRP1-CendR mod: 2.4; Neddylation inh: inactive; MT1-MMP act inh: 0.1; SKN-1 inh: -3.5; MsrA act: -2.2; Rin1 Abl inh: 0.3; FAS TE block: -4.5; E coli Lon inh: -1.7

Results for O=c1oc2ccc(Cl)cc2cc1-c1ccccc1 ?
MLLE-PAM2 inh: 11.9; NRP1-CendR mod: 14.3; Neddylation inh: inactive; MT1-MMP act inh: 0.1; SKN-1 inh: 4.7; MsrA act: 4.6; Rin1 Abl inh: 3.4; FAS TE block: -7.1; E coli Lon inh: 8.0

How did Cc1[nH]n(-c2ccc(Cl)cc2)c(=O)c1C(=O)c1ccccc1 do in these assays?
MLLE-PAM2 inh: -1.9; NRP1-CendR mod: 6.9; Neddylation inh: inactive; MT1-MMP act inh: -9.9; SKN-1 inh: 2.2; MsrA act: -3.5; Rin1 Abl inh: 2.6; FAS TE block: 0.3; E coli Lon inh: 3.6

How did O=C(O)C(O)c1ccco1 (configuration not stated) do in these assays?
MLLE-PAM2 inh: -6.6; NRP1-CendR mod: -0.5; Neddylation inh: inactive; MT1-MMP act inh: -1.6; SKN-1 inh: 0.1; MsrA act: 0.0; Rin1 Abl inh: -2.4; FAS TE block: -9.9; E coli Lon inh: -6.4

Results for Cc1ccc(-c2cc(C(=O)O)c3cc(Br)ccc3n2)o1 ?
MLLE-PAM2 inh: 30.1; NRP1-CendR mod: -20.1; Neddylation inh: inactive; MT1-MMP act inh: -6.7; SKN-1 inh: 12.6; MsrA act: -4.5; Rin1 Abl inh: -6.1; FAS TE block: -6.7; E coli Lon inh: 0.6

Results for C(=N\Nc1nc(-c2cccnc2)nc2ccccc12)/c1ccccc1 ?
MLLE-PAM2 inh: -7.4; NRP1-CendR mod: -7.8; Neddylation inh: inactive; MT1-MMP act inh: -3.6; SKN-1 inh: 20.8; MsrA act: -3.6; Rin1 Abl inh: -1.9; FAS TE block: 4.8; E coli Lon inh: -5.8

Results for COc1ccc(CC(=O)Nc2ccc(S(=O)(=O)Nc3nccs3)cc2)cc1 ?
MLLE-PAM2 inh: 6.4; NRP1-CendR mod: 8.2; Neddylation inh: inactive; MT1-MMP act inh: -2.9; SKN-1 inh: 18.0; MsrA act: -4.2; Rin1 Abl inh: -0.8; FAS TE block: -3.2; E coli Lon inh: 7.9

How did CC(C)CC(=O)Nc1sc2c(c1C#N)CC(C)(C)NC2(C)C do in these assays?
MLLE-PAM2 inh: -3.2; NRP1-CendR mod: -12.1; Neddylation inh: inactive; MT1-MMP act inh: 0.3; SKN-1 inh: -9.1; MsrA act: -3.6; Rin1 Abl inh: -0.7; FAS TE block: -2.4; E coli Lon inh: -15.4

Results for CC1CC(=O)C(C(C2=C(O)CC(C)CC2=O)c2ccccc2)=C(O)C1 (configuration not stated) ?
MLLE-PAM2 inh: 19.3; NRP1-CendR mod: -7.6; Neddylation inh: inactive; MT1-MMP act inh: -2.8; SKN-1 inh: -0.1; MsrA act: -10.1; Rin1 Abl inh: 2.5; FAS TE block: -3.5; E coli Lon inh: 3.5

Results for CCOC(=O)/C=c1\s/c(=C\c2ccc3cc(OC)ccc3c2)c(=O)n1CC(=O)NCc1ccc2c(c1)OCO2 ?
MLLE-PAM2 inh: -69.2; NRP1-CendR mod: -36.3; Neddylation inh: inactive; MT1-MMP act inh: -39.3; SKN-1 inh: 23.7; MsrA act: -3.0; Rin1 Abl inh: 0.9; FAS TE block: -18.2; E coli Lon inh: -5.4

Results for Cn1c(=O)c2c(nc(NCCNC(=O)c3ccco3)n2Cc2ccc(Cl)cc2Cl)n(C)c1=O ?
MLLE-PAM2 inh: -12.2; NRP1-CendR mod: -6.1; Neddylation inh: inactive; MT1-MMP act inh: -0.1; SKN-1 inh: -6.0; MsrA act: -5.5; Rin1 Abl inh: 1.1; FAS TE block: -12.7; E coli Lon inh: -3.6

How did Cc1ccc(S(=O)(=O)N2C3CCCCC3O[C@H]2CC(=O)Oc2ccccc2)cc1 (some centres not stated) do in these assays?
NRP1-CendR mod: 14.7; Neddylation inh: inactive; MT1-MMP act inh: 5.2; SKN-1 inh: 8.4

What do the screens show for `CC(C)(C)c1ccc(NC(=S)NCc2cccs2)cc1`?
MLLE-PAM2 inh: -38.2; NRP1-CendR mod: 13.6; Neddylation inh: inactive; MT1-MMP act inh: 3.5; SKN-1 inh: 8.0; MsrA act: 0.0; Rin1 Abl inh: 0.7; FAS TE block: 21.7; E coli Lon inh: 1.7

How did CC(=O)c1ccc(N2CCN(C(=O)c3cccs3)C(C)C2)c(F)c1 (configuration not stated) do in these assays?
MLLE-PAM2 inh: -18.1; NRP1-CendR mod: 7.9; Neddylation inh: inactive; MT1-MMP act inh: -2.3; SKN-1 inh: 13.3; MsrA act: -4.4; Rin1 Abl inh: 2.0; FAS TE block: -5.1; E coli Lon inh: 4.1

Results for CCCCn1c(CCNC(=O)CC)nc2ccccc21 ?
MLLE-PAM2 inh: 9.5; NRP1-CendR mod: 10.6; Neddylation inh: inactive; MT1-MMP act inh: -2.8; SKN-1 inh: -8.1; MsrA act: -0.2; Rin1 Abl inh: 2.0; FAS TE block: -6.2; E coli Lon inh: -11.9

What do the screens show for `NNC(=O)c1cccn(Cc2cccc(C(F)(F)F)c2)c1=O`?
MLLE-PAM2 inh: -0.8; NRP1-CendR mod: 3.2; Neddylation inh: inactive; MT1-MMP act inh: 10.1; SKN-1 inh: 2.1; MsrA act: -12.6; Rin1 Abl inh: -4.7; FAS TE block: -9.4; E coli Lon inh: -2.2

How did COc1ccc(NC(=O)CCCNC(=O)Cn2cnc3sc(C)c(C)c3c2=O)c(OC)c1 do in these assays?
MLLE-PAM2 inh: -9.1; NRP1-CendR mod: -2.4; Neddylation inh: inactive; MT1-MMP act inh: 1.9; SKN-1 inh: -9.9; MsrA act: -3.2; Rin1 Abl inh: 0.4; FAS TE block: -2.2; E coli Lon inh: 1.2

Results for COc1ccc(C2NC(=O)NC(C)=C2[N+](=O)[O-])cc1OC (configuration not stated) ?
MLLE-PAM2 inh: -5.1; NRP1-CendR mod: -0.3; Neddylation inh: inactive; MT1-MMP act inh: -1.2; SKN-1 inh: 5.4; MsrA act: -5.4; Rin1 Abl inh: -3.5; FAS TE block: -0.8; E coli Lon inh: -8.0

How did CCOc1ncccc1C(=O)Nc1ccc(S(=O)(=O)N2CC(C)CC(C)C2)cc1 (configuration not stated) do in these assays?
MLLE-PAM2 inh: 10.0; NRP1-CendR mod: 9.3; Neddylation inh: inactive; MT1-MMP act inh: -7.1; SKN-1 inh: 13.7; MsrA act: 0.1; Rin1 Abl inh: 0.1; FAS TE block: 10.6; E coli Lon inh: 3.8

Results for COc1ccc(NC(=O)C(Cc2ccccc2)n2cccc2)cc1OC (configuration not stated) ?
MLLE-PAM2 inh: 3.0; NRP1-CendR mod: 6.4; Neddylation inh: inactive; MT1-MMP act inh: -1.6; SKN-1 inh: -17.5; MsrA act: -5.3; Rin1 Abl inh: -4.1; FAS TE block: 2.5; E coli Lon inh: -2.2

How did COc1cccc(CN2C(=O)C(C)Oc3ccccc32)c1 (configuration not stated) do in these assays?
MLLE-PAM2 inh: -4.1; NRP1-CendR mod: -0.5; Neddylation inh: inactive; MT1-MMP act inh: -1.8; SKN-1 inh: -3.1; MsrA act: -1.7; Rin1 Abl inh: 2.8; FAS TE block: 3.5; E coli Lon inh: 6.1

How did CC(C)(C)c1ccc(S(=O)(=O)N2CCCCC2)cc1 do in these assays?
MLLE-PAM2 inh: -4.1; NRP1-CendR mod: -1.5; Neddylation inh: inactive; MT1-MMP act inh: -9.7; SKN-1 inh: -5.0; MsrA act: -1.7; Rin1 Abl inh: 3.1; FAS TE block: 16.3; E coli Lon inh: 3.8

Results for CN(CC(=O)NCc1ccco1)CC(=O)Nc1c(Cl)cccc1Cl ?
MLLE-PAM2 inh: -2.6; NRP1-CendR mod: 2.7; Neddylation inh: inactive; MT1-MMP act inh: -0.6; SKN-1 inh: -7.7; MsrA act: -0.4; Rin1 Abl inh: -3.7; FAS TE block: -5.2; E coli Lon inh: -1.9

Filtered by structure: the compounds so far with two or more sulfur atoms
Results for COc1ccc(CC(=O)Nc2ccc(S(=O)(=O)Nc3nccs3)cc2)cc1 ?
MLLE-PAM2 inh: 6.4; NRP1-CendR mod: 8.2; Neddylation inh: inactive; MT1-MMP act inh: -2.9; SKN-1 inh: 18.0; MsrA act: -4.2; Rin1 Abl inh: -0.8; FAS TE block: -3.2; E coli Lon inh: 7.9

What do the screens show for `CC(C)(C)c1ccc(NC(=S)NCc2cccs2)cc1`?
MLLE-PAM2 inh: -38.2; NRP1-CendR mod: 13.6; Neddylation inh: inactive; MT1-MMP act inh: 3.5; SKN-1 inh: 8.0; MsrA act: 0.0; Rin1 Abl inh: 0.7; FAS TE block: 21.7; E coli Lon inh: 1.7

(next part)
What do the screens show for `COc1ccc(-c2cc(C(F)(F)F)c(C#N)c(SCC(=O)Nc3ccc(C)cc3)n2)cc1`?
MLLE-PAM2 inh: -2.2; NRP1-CendR mod: 10.2; Neddylation inh: inactive; MT1-MMP act inh: -11.6; SKN-1 inh: -9.2; MsrA act: -1.2; Rin1 Abl inh: 3.1; FAS TE block: -11.2; E coli Lon inh: -13.9

Results for Cc1ccccc1NC(=O)c1ccccn1 ?
MLLE-PAM2 inh: -2.5; NRP1-CendR mod: 5.7; Neddylation inh: inactive; MT1-MMP act inh: -1.8; SKN-1 inh: 2.8; MsrA act: -8.3; Rin1 Abl inh: -5.3; FAS TE block: -3.0; E coli Lon inh: -14.7

How did CCOC(=O)c1c(C)nc2sc(C(=O)Nc3ccccc3)c(N)c2c1-c1ccc(OC)cc1 do in these assays?
MLLE-PAM2 inh: 9.6; NRP1-CendR mod: 14.0; MT1-MMP act inh: -9.1; SKN-1 inh: 17.2; MsrA act: 2.1; Rin1 Abl inh: 0.2; FAS TE block: 32.6; E coli Lon inh: -7.2

What do the screens show for `O=S(=O)(c1ccc(Br)cc1)N1CCCc2ccccc21`?
MLLE-PAM2 inh: -2.6; NRP1-CendR mod: 5.4; Neddylation inh: inactive; MT1-MMP act inh: 0.3; SKN-1 inh: -9.8; MsrA act: -1.4; Rin1 Abl inh: 0.3; FAS TE block: 28.3; E coli Lon inh: 8.3
